Screens as filed in PubChem.
M5 PAM: CHRM5 positive allosteric modulation | 360,000 compounds, 0.3% hits | CHO-K1 hM5, Fluo-8 calcium, ACh EC20 PAM; 0% = ACh EC20, 100% = ACh EC100 | AID 624038 | P08912 | activation, % at 3 µM;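 active = activation above the run cutoff, the mean activation of all test compounds plus 3 SD, cut at about 18% in these data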
Target sequence (P08912 whole entry, looked up): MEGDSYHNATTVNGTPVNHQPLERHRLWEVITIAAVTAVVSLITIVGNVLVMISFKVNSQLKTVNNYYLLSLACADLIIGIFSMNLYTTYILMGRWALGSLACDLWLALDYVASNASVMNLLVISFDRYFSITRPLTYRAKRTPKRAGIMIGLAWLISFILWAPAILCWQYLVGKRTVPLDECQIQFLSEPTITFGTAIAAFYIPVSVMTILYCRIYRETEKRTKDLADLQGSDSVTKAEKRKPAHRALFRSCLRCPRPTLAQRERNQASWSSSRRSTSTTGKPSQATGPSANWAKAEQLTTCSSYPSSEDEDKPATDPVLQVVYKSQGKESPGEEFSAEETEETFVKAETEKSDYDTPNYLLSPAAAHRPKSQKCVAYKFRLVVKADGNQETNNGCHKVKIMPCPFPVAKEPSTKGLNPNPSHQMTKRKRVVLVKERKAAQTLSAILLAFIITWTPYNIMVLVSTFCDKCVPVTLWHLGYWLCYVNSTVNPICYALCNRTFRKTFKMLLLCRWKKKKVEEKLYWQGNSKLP
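System: CHO-K1 cell line with stable human muscarinic M5 receptor expression | Also added: EC20 acetylcholine as agonist stimulus | Compound: One concentration, 3 µM final (nominal) | Timing: Fluo-8 loading 80 min at 37 °C plus 30 min room temperature | Measured by: Fluo-8 calcium dye fluorescence, kinetic read | Read-out basis: % activation, ACh-normalized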
CHRM1 PAM: human CHRM1 positive allosteric modulation | P11229 | CHO-K1 hM1, Fluo-8 calcium fluorescence, ACh EC20; 0% = ACh EC20, 100% = maximal ACh | activation, % at 3 µM | 360,000 compounds, 0.088% hits | AID 588819; in the data active = activation above about 19%, passing the limit was not always enough
Target sequence (P11229 whole entry, looked up): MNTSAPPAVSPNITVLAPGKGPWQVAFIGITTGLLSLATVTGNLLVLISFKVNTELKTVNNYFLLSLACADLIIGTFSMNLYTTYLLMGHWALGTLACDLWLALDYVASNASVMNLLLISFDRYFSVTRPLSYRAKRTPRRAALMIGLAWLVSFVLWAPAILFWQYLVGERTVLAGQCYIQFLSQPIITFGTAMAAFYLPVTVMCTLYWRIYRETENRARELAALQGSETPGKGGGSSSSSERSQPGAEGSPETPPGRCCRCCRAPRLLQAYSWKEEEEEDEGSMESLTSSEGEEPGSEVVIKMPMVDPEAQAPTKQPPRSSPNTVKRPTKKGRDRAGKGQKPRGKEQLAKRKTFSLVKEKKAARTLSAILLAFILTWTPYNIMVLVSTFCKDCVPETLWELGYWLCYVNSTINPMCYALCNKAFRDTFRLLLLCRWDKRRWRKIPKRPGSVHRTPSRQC
M5 antag: CHRM5 antagonism in calcium assay; 360,000 compounds, 0.59% hits; CHO-hM5 cells, Fluo-8 calcium fluorescence, ACh EC80; inhibition, % at 3 µM; AID 624040; P08912;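 active = inhibition above a per-plate cutoff, the mean of that plate's test compounds plus 3 SD, cut at about 27% in these data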;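 also: 0% = acetylcholine EC80 with DMSO and 100% = DMSO without agonist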
M4 antag: blocks acetylcholine activation of human M4 receptor. P08173. CHO-hM4 cells, ACh EC80, Fluo-8 calcium fluorescence. inhibition, % at 3 µM. 360,000 compounds, 0.73% hits;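 active = inhibition above its plate's cutoff, the mean inhibition of sample wells plus 3 SD, cut at about 27% in these data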;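 also: 0% = acetylcholine EC80 with DMSO and 100% = DMSO without agonist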
M4 ag: agonists of human muscarinic M4 receptor (CHRM4); P08173; CHO-K1 hM4/Gqi5, Fluo-8 calcium fluorescence; vehicle 0%, full acetylcholine response 100%; activation, % at 3 µM; 360,000 compounds, 0.14% hits; AID 624127;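 active = activation above the run mean over all test wells plus 3 SD, cut at about 32% in these data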;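 also: peak over basal fluorescence ratio per well then scaled between controls; 0% = DMSO wells and 100% = acetylcholine at EC100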
M1 antag: antagonists of human M1 muscarinic receptor; CHO-K1 hM1, Fluo-8 calcium fluorescence, ACh EC80 antagonist; P11229; AID 588852; inhibition, % at 3 µM; 360,000 compounds, 1.3% hits;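 active = percent inhibition above its own plate's cutoff, namely the mean of that plate's compound wells plus 3 SD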;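 also: peak over basal fluorescence ratio during 140 s after agonist addition; 0% = ACh EC80 plus DMSO and 100% = DMSO alone without agonist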
M1 ag: activates human CHRM1 receptor; P11229; CHO-K1 hM1, Fluo-8 calcium fluorescence, agonist mode; 0% DMSO, 100% acetylcholine EC100; activation, % at 3 µM; 360,000 compounds, 0.33% hits;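 active = activation above the run's mean compound activation plus 3 SD, cut at about 16% in these data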;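 also: peak over basal fluorescence ratio within a 140 s kinetic read after compound addition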
M5 ag: CHRM5 agonism in calcium assay; CHO-K1 hM5 cells, Fluo-8 calcium fluorescence; 0% DMSO wells, 100% maximal acetylcholine response; activation, % at 3 µM; 360,000 compounds, 0.19% hits; AID 624037;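 active = activation above the run's mean over test compounds plus 3 SD, cut at about 23% in these data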;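 also: signal is peak over basal fluorescence ratio across the kinetic read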
TAAR1 ag: human TAAR1 agonism; CHO RD-HGA16 TAAR1, Fluo-8 calcium fluorescence; vehicle wells 0%, saturating PEA agonist 100%; Q96RJ0; activation, % at 3 µM; 360,000 compounds, 0.99% hits;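 active = activation above the mean activation of all test compounds in the run plus 3 SD, cut at about 38% in these data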
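System: CHO-derived RD-HGA16 cells with stable Gα16 and human TAAR1. Times: 17-24 h plating, Fluo-8 75 min 37 °C, 30 min RT. Measured by: calcium-sensitive Fluo-8 signal, excitation 470-495, emission 515-575 nm. Read-out basis: % activation relative to PEA EC100 response. Control set: DMSO and PEA EC100. Repeats: no replicates (n 1).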
Starred values were filed as active, the others as inactive; · = no result given. The list is partial (hit frequency here may not be typical).

SMILES	M5 PAM	CHRM1 PAM	M5 antag	M4 antag	M4 ag	M1 antag	M1 ag	M5 ag	TAAR1 ag
C[C@H]1CN([C@@H](C)CO)C(=O)Cc2cc(NC(=O)CCC(F)(F)F)ccc2O[C@H]1CN(C)S(=O)(=O)c1ccc(F)cc1	-2.2	-5.2	10.7	62.9*	-0.6	2.9	-13.3	-0.8	0.8
CN(C)C1(CNC(=O)C2CCN(S(=O)(=O)c3ccccc3C(F)(F)F)CC2)CCCCC1	6.9	8.5	-19.2	-6.0	1.5	-10.2	-6.8	-4.3	2.9
COC(=O)CCC(=O)OC1(C)C(=O)C=C2C=C(C3CC3)N(C(CO)CO)C=C2C1=O (stereo unspecified)	5.1	15.3	6.9	-12.5	0.2	-19.2	2.4	1.1	1.6
CC(C)OC1(c2ccccc2)OC(=O)c2ccccc21 (stereo unspecified)	5.7	10.9	4.6	7.1	-2.5	-20.8	-6.8	-17.6	0.8
Cc1cccc(OCc2nnc(SCC(=O)N3c4ccccc4Sc4ccc(Cl)cc43)o2)c1	-3.8	0.2	-2.3	7.9	-0.4	2.8	-9.8	-1.9	5.7
CSCCC(NC(=O)COc1ccccc1)C(=O)OCc1ccc([N+](=O)[O-])cc1 (stereo unspecified)	-3.2	3.2	2.0	3.6	7.4	-3.2	-4.3	-0.9	-0.1
Nc1ncc2c(n1)-c1ccoc1CC2	-2.0	0.0	4.4	4.1	0.4	-8.8	-8.1	-6.5	0.2
O=C(c1ccc(N2CCCC2=O)cc1)N1CCN(c2ccccc2O)CC1	-0.1	19.3	10.2	1.4	1.2	-11.6	-2.1	0.4	2.3
Cc1cc(-c2nnc(CCC(=O)N(C)Cc3cccc4ccccc34)o2)no1	2.0	1.4	4.8	-13.1	1.5	-4.0	-4.9	1.6	5.4
O=C(CSc1c[nH]c2ccccc12)NCc1ccc2c(c1)OCO2	-3.8	0.5	-5.6	-24.3	4.3	-3.5	-2.5	-1.1	0.3
COc1ccc(Br)cc1CNc1ccc(S(N)(=O)=O)cc1	-4.8	-8.8	8.2	7.4	0.6	9.8	-4.7	-2.0	1.8
COc1ccccc1CN1CCNC(=O)C1CC(=O)N(C)CC1CCOCC1 (stereo unspecified)	-2.0	1.3	-4.3	-14.9	2.0	0.2	-1.9	1.0	1.4
CC1CCCCC1n1c(-c2cccnc2)n[nH]c1=S (stereo unspecified)	3.2	9.3	-6.0	-10.3	1.3	-0.8	-1.9	-14.7	8.9
COc1ccccc1C1(CC(=O)N2CCOCC2)CCOC(C(C)C)C1 (stereo unspecified)	10.4	1.7	7.3	-6.3	0.1	-2.1	-4.2	-5.2	2.6
O=C(c1ccco1)N1CCN(C2CN(C3CCCCC3)S(=O)(=O)C2)CC1 (stereo unspecified)	0.3	3.6	2.7	-3.0	0.5	-6.2	-5.7	3.5	5.0
CCOc1ccccc1C1C(C(N)=O)=C(C)Nc2nc(-c3ccc(OC)cc3)nn21 (stereo unspecified)	1.8	7.0	-5.2	0.2	1.0	-5.2	-2.4	2.3	0.6
O=C(COC(=O)C1CC(=O)N(c2ccccc2)C1)c1ccccc1 (stereo unspecified)	-5.3	-11.4	-0.1	4.5	0.4	11.0	-2.4	1.1	-0.3
CCC(C(=O)Nc1cc(Cl)ccc1OC)c1ccccc1 (stereo unspecified)	18.6*	16.2	-10.6	-4.5	-1.9	-17.9	-9.1	-4.0	5.5
Cc1nc2ccccn2c1-c1ccnc(SCc2ccc(Cl)cc2)n1	0.5	5.9	1.8	-3.9	1.4	-10.5	0.5	-0.5	0.0
O=S1(=O)CC/C(=N/Nc2ccc(C(F)(F)F)cn2)c2cc(F)ccc21	6.7	-0.2	10.8	-2.4	0.7	6.6	0.1	0.7	8.1
COc1ccccc1OCC(=O)Nc1ccc(-c2nnc(-c3ccco3)o2)cc1	9.2	3.2	-1.1	-3.5	1.8	4.1	-4.2	0.4	3.3
CCCn1c(SCC(=O)N2CCN(c3ccc(OC)cc3)CC2)nc2c1c(=O)n(C)c(=O)n2C	-10.3	-11.2	7.2	16.5	13.7	9.8	-8.3	1.4	16.2
Cc1ccc(N(C)C(=O)c2cc(S(=O)(=O)N3CCCC3)cn2C)cc1	-8.6	-5.0	6.7	0.0	1.4	8.1	-2.9	0.6	-0.4
O=C(NC(Cc1ccccc1)C(=O)O)/C(=C\c1ccc(F)cc1)NC(=O)c1ccco1 (stereo unspecified)	-1.6	6.8	-2.5	2.7	0.8	-2.6	-1.7	-1.5	4.3
COc1ccc(NC(=O)Nc2cc(C(C)(C)C)on2)cc1OC	-6.5	-1.1	1.7	8.7	4.3	4.5	-1.4	-0.5	0.0
Cn1c(CN2CCCC2)nc2cc(NC(=O)c3ccc(Cl)cc3)ccc21	0.9	-3.5	5.0	5.7	1.0	9.8	-8.3	-1.0	0.3
COc1cccc(OC)c1C(=O)Nc1nnc(-c2ccc(F)cc2)s1	3.0	5.7	3.2	-0.6	1.3	-13.2	-0.7	3.6	1.9
Cc1ccc(OCCCC(=O)Nc2ccc(S(=O)(=O)Nc3cc(C)nc(C)n3)cc2)cc1	-0.5	6.4	0.3	-22.0	1.1	-11.5	-1.8	0.2	0.0
CCN1CCCC1CNC(=O)CS(=O)(=O)Cc1nc(-c2ccccc2C)oc1C (stereo unspecified)	4.2	7.7	-0.5	-7.9	0.4	-9.7	-11.4	-3.6	-0.7
Cc1cccc(N(CC(=O)N2CCN(c3ccc(F)cc3)CC2)S(C)(=O)=O)c1C	-7.7	-4.1	11.2	2.6	13.6	0.3	-0.7	0.1	11.9

An excerpt of these results, field by field:
CCC(C(=O)Nc1cc(Cl)ccc1OC)c1ccccc1 (stereo unspecified)
  M5 PAM = 18.6*
  CHRM1 PAM = 16.2
  M5 antag = -10.6
  M4 antag = -4.5
  M4 ag = -1.9
  M1 antag = -17.9
  M1 ag = -9.1
  M5 ag = -4.0
  TAAR1 ag = 5.5
Cc1nc2ccccn2c1-c1ccnc(SCc2ccc(Cl)cc2)n1
  M5 PAM = 0.5
  CHRM1 PAM = 5.9
  M5 antag = 1.8
  M4 antag = -3.9
  M4 ag = 1.4
  M1 antag = -10.5
  M1 ag = 0.5
  M5 ag = -0.5
  TAAR1 ag = 0.0
O=S1(=O)CC/C(=N/Nc2ccc(C(F)(F)F)cn2)c2cc(F)ccc21
  M5 PAM = 6.7
  CHRM1 PAM = -0.2
  M5 antag = 10.8
  M4 antag = -2.4
  M4 ag = 0.7
  M1 antag = 6.6
  M1 ag = 0.1
  M5 ag = 0.7
  TAAR1 ag = 8.1
COc1ccccc1OCC(=O)Nc1ccc(-c2nnc(-c3ccco3)o2)cc1
  M5 PAM = 9.2
  CHRM1 PAM = 3.2
  M5 antag = -1.1
  M4 antag = -3.5
  M4 ag = 1.8
  M1 antag = 4.1
  M1 ag = -4.2
  M5 ag = 0.4
  TAAR1 ag = 3.3

Other entries:
SMILES	M5 PAM	CHRM1 PAM	M5 antag	M4 antag	M4 ag	M1 antag	M1 ag	M5 ag	TAAR1 ag
Cn1c(-c2ccccc2)cnc1SCC(=O)N1CCCc2ccccc21	-5.2	4.1	-6.3	-4.1	2.4	-5.8	-7.4	-2.4	1.3
COc1ccc(NC(=O)Nc2ccc3c(c2)CC(=O)N([C@H](C)CO)C[C@@H](C)[C@H](CN(C)C(=O)Nc2ccccc2)O3)cc1	5.0	11.7	1.7	0.3	1.4	-9.9	-7.4	-1.9	1.3
COc1ccc(NC(=O)CCCn2c(=O)[nH]c3ccccc3c2=O)cc1	-6.4	3.4	2.2	12.6	0.8	-2.4	-1.8	1.3	14.6
Cc1ccc(C(=O)OCCc2sc[n+](Cc3ccccc3)c2C)cc1	-18.8	-16.4	17.3	7.7	1.2	13.7	-11.5	-9.4	0.7
CCCCCCN1C[C@H](O)[C@@H](n2cc(COC(=O)c3ccccc3)nn2)C[C@@H]1c1ccc(C)cc1	3.8	0.1	-21.1	-26.0	1.5	-0.7	-4.7	-0.3	0.3
Nc1nc(SCc2ccccc2)c2[nH]cnc2n1	1.3	5.1	0.0	-1.7	1.6	-5.2	-2.7	0.0	2.0
COc1ccc(-n2c(-c3cnccn3)n[nH]c2=S)cc1	-0.5	9.5	-5.2	-5.8	0.9	-6.8	-5.3	-0.8	12.9
Cc1ccccc1Nc1nc(Cl)c(C=O)s1	9.2	6.0	2.2	-6.6	0.0	3.4	-3.2	-1.7	12.7
CC1(C)CCc2nc(SCc3ccccc3)c(C#N)cc2C1	1.5	0.8	4.2	4.2	-0.9	9.0	-1.0	0.0	5.8
CCOC(=O)[C@H]1[C@H]2COc3cc(OC)ccc3[C@@H]2N2C(=O)CN(Cc3ccco3)C(=O)[C@@]12C	9.5	7.7	4.2	-7.4	0.4	6.4	-0.9	1.6	11.2
Cc1cc(C)n(CCCNC(=O)c2cc(COc3ccc(C)c(C)c3)on2)n1	-7.0	0.6	8.8	2.1	4.3	-1.9	-0.7	-1.8	0.7
Cn1nnnc1SCCOc1ccc(C#N)cc1	-16.9	-6.4	5.5	2.1	2.9	11.6	-3.7	-0.6	3.0
COc1cc(/C=C2/C(=O)NN(c3ccc(F)cc3)C2=O)cc(Cl)c1O	-3.9	14.9	4.0	1.6	1.6	-8.1	3.2	-0.3	12.6
Nc1nc(SCC(=O)Nc2ccc(Cl)c(S(=O)(=O)N3CCOCC3)c2)n[nH]1	1.1	3.5	0.5	8.9	1.4	-9.1	-3.4	1.1	0.4
COc1ccc(/C=C/C(=O)c2ccc(OC)cc2OC)cc1	-2.5	-6.6	-0.1	-28.0	0.5	-2.7	-2.7	-2.7	-1.5
Cn1cc(S(=O)(=O)N2CCCC2)cc1C(=O)NCc1ccccc1Cl	-6.0	-0.3	0.1	-6.5	1.7	2.9	-0.5	-1.4	1.1
CCc1ccccc1NC(=O)CN(C)C(=O)Cn1ncc(Cl)c(Cl)c1=O	-1.4	0.9	-7.0	-5.5	-1.1	0.9	-6.0	0.8	-0.9
CC(C)C[C@@H](COCc1cccc(Cl)c1)N1CCN(C(=O)c2cccc(C(F)(F)F)c2)CCC1=O	-1.4	·	0.0	-7.8	1.9	·	·	-0.2	1.1
O=C(COC(=O)Cc1ccc(Br)cc1)Nc1ccc(Cl)cn1	-1.3	4.5	-3.7	-3.7	0.0	-7.6	-5.9	-4.9	0.0
C[C@@]12CCC3[C@@](CC[C@@H]4[C@](C)(C(=O)O)CCC[C@@]34C)(C[C@H]1O)C2 (stereo partly specified)	-2.2	16.6	1.9	-1.5	0.2	-19.8	-6.5	-3.8	4.6
Cc1cnc(C(=O)OCC(=O)c2ccc(F)cc2)cn1	3.0	4.2	-5.3	3.3	0.1	-2.5	-3.6	-0.6	-1.8
Cc1nc2n(n1)CC(O)CS2 (stereo unspecified)	-3.5	7.7	-0.1	-6.7	0.4	-4.2	-1.8	3.1	6.2
COc1ccc(-c2ccc(OC)c([C@H]3[C@H]4C=CC[C@@H](C)[C@@H]4C(=O)N3Cc3ccccc3)c2)cc1	0.9	9.0	6.6	-6.6	1.8	-15.6	-1.2	2.1	1.5
O=C(c1ccccc1)c1ccccc1	5.8	9.6	0.3	-14.7	1.6	-16.6	-3.7	0.9	-0.3
